Growth percent in the NCI-60 one-dose screen (48 h, 10 µM unless noted): 100 = growth as untreated, 0 = no growth, -100 = all killed.
SK-MEL-5 = SK-MEL-5 melanoma; 80,000 compounds, 6.4% hits; AID 1794755
T-47D = T-47D breast cancer; 79,000 compounds, 5% hits
SK-MEL-28 = SK-MEL-28 melanoma; 81,000 compounds, 4.1% hits; AID 1794761
BT-549 = BT-549 breast cancer. 78,000 compounds, 4.4% hits. AID 1794793
SK-MEL-2 = SK-MEL-2 melanoma; 77,000 compounds, 4.7% hits
LOX IMVI = LOX IMVI melanoma. AID 1794757. 79,000 compounds, 7.4% hits
MDA-MB-435 = MDA-MB-435 melanoma; 82,000 compounds, 7.8% hits; AID 1794794
HS 578T = HS 578T breast cancer; 78,000 compounds, 4.1% hits
* marks the source's active call; other numbers are inactive results; / = not tested or not shown; & = joins results of further samples. How the source made its calls: active means growth percent below 10; inactive means the rest.

SMILES	SK-MEL-5	T-47D	SK-MEL-28	BT-549	SK-MEL-2	LOX IMVI	MDA-MB-435	HS 578T
O=C1Nc2ccc(F)cc2/C1=C\C(=O)c1ccc(NS(=O)(=O)c2ccccc2)cc1	97	97	105	111	115	21	93	110
O=c1nc(-c2ccc(Br)cc2)cc(-c2cn(-c3ccccc3)nc2-c2ccc(OCc3ccccc3)cc2)[nH]1	100	97	108	106	98	98	109	96
COc1ccc(-c2oc(=O)n(C)c2-c2ccc(OC)cc2)cc1	91	96	105	102	126	94	84	/
O=C(CC(=O)Nc1ccc(Oc2ncnc3scc(Nc4n[nH]c(=S)s4)c23)cc1)Nc1ccc(Cl)cc1	89	55	101	80	98	69	83	86
CC1(C)OC2OC(C3COC(=O)O3)C(OC(=O)c3ccccc3)C2O1 (centres undefined)	101	107	102	102	102	100	109	103
O=C(Nc1nc(-c2ccc(Br)cc2)cs1)c1cc(-c2ccc(Cl)cc2)nc2ccccc12	76	32	94	76	81	84	97	94
COc1ccc(/C=C2\SC(=N)N(c3ccccc3OC)C2=O)cc1	98	87	102	102	98	97	102	104
CCOc1ccc2nc(NC(=O)CC(C)=O)sc2c1	112	92	110	100	106	106	110	115
O=c1ccn(CCC(CO)CO)c(=O)[nH]1	129	139	110	/	88	99	94	125
COc1cc(-c2nc(/C=C3/C(=O)Nc4ccccc43)c3ccccn23)cc(OC)c1OC	52	54	63	94	44	72	56	77
Cn1c(/C=C/[N+](=O)[O-])cc2ccccc21	47	37	73	-43*	11	-80*	-22*	70
C#CCn1c2c(c3ccccc31)C[C@]1(C)[C@H]3C(=O)C=C4[C@@H]5C[C@@](C)(C(=O)OC)CC[C@]5(C)CC[C@@]4(C)[C@]3(C)CC[C@H]1C2(C)C	100	97	101	112	109	95	103	98
CCOC(CC(OCC)OCC)OC (centres undefined)	102	110	108	/	103	110	118	103
Cn1c(=O)c2c(nc(Cl)n2CCl)n(C)c1=O	88	103	55	62	90	-1.0*	44	84
COc1ccc(/C(=C/c2ccc3ccccc3c2)c2nn[nH]n2)cc1OC	23	36	57	40	40	38	-41*	36
O=C(Cn1cc(CN2CCCCC2)nn1)Nc1ccc2c(ccn2Cc2ccccc2)c1	90	86	112	95	113	99	104	104
CC(=O)c1ccc(N2CN(c3ccc(F)cc3)CC3=C2CC(C)(C)CC3=O)cc1	59	49	98	75	/	34	67	88
O=C(O)c1cccc(=O)[nH]1	101	95	103	113	110	96	101	110
COC12C=C/C(=C(/C(=O)OCCSc3ccnn3C)C(=O)CCCCCCCCC3(OC)C=C/C(=C(/C(=O)OCCSc4ccnn4C)C(=O)CCCCCCCC1)O3)O2	-70*	33	-9.6*	-23*	12	-69*	-3.9*	39
O=C(Nc1ccc(F)cc1F)c1cc(F)ccc1O	-59*	6.9*	22	8.7*	-20*	9.9*	15	12
O=Cc1cc(Br)cc(Br)c1O	119	119	109	/	/	101	113	118
CN(C)c1ccc(/C=N/NC(=O)c2cnc3n(c2=O)CCCCC3)cc1	99	100	98	101	102	89	104	97
Nc1cccc(C(=O)O)c1C(=O)O	102&109	107&111	112&110	97&109	103&124	95&99	103&115	106&111
O=C(Nc1ccc([N+](=O)[O-])cc1)c1ccc(-n2c(=O)[nH]c3ccccc3c2=O)cc1	99	94	106	106	108	100	103	99
CC(O)CN(Cc1cc(O)c(CN(CC(C)O)CC(C)O)cc1O)CC(C)O (centres undefined)	103	97	111	101	105	100	85	/
Next section:
SMILES	SK-MEL-5	T-47D	SK-MEL-28	BT-549	SK-MEL-2	LOX IMVI	MDA-MB-435	HS 578T
CC1(C)SCC(COC(=O)c2ccccc2)S1 (centres undefined)	100	107	106	104	109	94	102	95
CC(=O)CC(=O)Nc1nc2ccccc2s1	90	86	94	/	91	95	112	97
COc1ccccc1NC(=O)c1sc(N)c(C#N)c1C	95	84	98	94	80	96	92	102
O=C(CN1CCN(Cc2ccc([N+](=O)[O-])cc2)CC1)Nc1nc(-c2cc3ccccc3oc2=O)cs1	95	91	101	93	112	105	105	95
NNC(=O)COc1ccc(-c2nc3ccc([N+](=O)[O-])cc3[nH]2)cc1	96	83	97	90	102	87	96	94
Cn1cc(-c2noc(-c3cn(C)c4ncc(F)cc34)n2)c2cc(F)ccc21	82	90	89	/	108	70	80	52
C=C(C)[C@@H]1CC[C@]2(C(=O)N3CCN(C)CC3)CC[C@]3(C)[C@H](CC[C@@H]4[C@@]5(C)C/C(=C/c6cc(C(F)(F)F)cc(C(F)(F)F)c6)C(=O)C(C)(C)[C@@H]5CC[C@]43C)[C@@H]12	100	90	107	106	110	/	100	103
COc1ccccc1NC(=O)N/C(N)=N/c1nc2ccccc2s1	24	52	53	51	49	34	-19*	28
COc1cc(C)c2c(c1OC)C(=O)CC2	104	117	104	113	111	106	120	108
Cc1ccc(N2CCN(CCCN3CCN(c4ccccc4Cl)CC3)CC2)cc1	49	51	116	69	98	68	90	99
OCc1ncc(-c2ccc(C(F)(F)F)cc2)c(NC2CCCCCC2)n1	85	101	101	108	110	107	107	104
O=C(O)c1ccc(/C=N\N=C\c2ccco2)cc1	101	107	106	98	97	90	110	103
CCC(=O)Oc1ccc(/C=N/NC(N)=S)nc1	31	36	79	51	53	18	55	117
CN(C)c1ccccc1C(=O)N/N=C/c1ccc(F)cc1	110	98	106	114	108	100	109	111
COc1ccc(C(=O)OC2C(OC3C(O)COC(O[C@H]4C[C@H]5[C@@H]6CC=C7C[C@@H](O)CC[C@]7(C)[C@H]6CC[C@]5(C)[C@H]4[C@H](C)C(=O)CCC(C)C)C3OC(N)=O)OCC(O)C2O)cc1 (some centres undefined)	-87*	1.2*	-59*	-2.6*	-62*	-58*	-63*	-30*
C[N+]1(C)CCN(CC(O)(c2ccccc2)C2CCCCC2)CC1 (centres undefined)	92	80	101	94	101	96	110	104
NS(=O)(=O)c1ccc(N/N=C(\CS(=O)(=O)c2ccccc2)c2cc3cc(Br)ccc3o2)cc1	101	90	105	94	101	98	101	101
Cc1[nH]c2ccccc2c1C(C[N+](=O)[O-])c1ccccc1F (centres undefined)	97	78	106	102	99	87	101	91
Cn1ccnc1	110	108	133	116	109	107	112	107
CC(=O)N(O)C(C)C#Cc1ccc(NS(=O)(=O)c2ccc(Cl)cc2)cc1 (centres undefined)	86	81	107	113	141	92	101	91
CN1CCN(c2ccc(NC(=O)c3cncnc3Nc3ccc(OCc4cccc(F)c4)c(Cl)c3)cc2)CC1	88	73	81	102	120	30	-72*	75
Nc1ncnc2c1CN(Cc1ccccc1)CC2	109	105	109	108	103	91	107	119
CN1CCN(Cc2ccc(NC(=O)c3cncc(C#Cc4cnc(N)c5cccnc45)c3)cc2C(F)(F)F)CC1	-24*	26	-2.5*	39	-27*	-77*	7.7*	-2.1*
O=c1c2ccccc2nnn1-c1ccccc1	101	105	101	117	/	99	100	100
O=C(NO)c1ccc(Cn2c3c(c4cc(F)ccc42)S(=O)(=O)CC3)cc1	102	81	97	103	94	95	104	99
(more compounds)
SMILES	SK-MEL-5	T-47D	SK-MEL-28	BT-549	SK-MEL-2	LOX IMVI	MDA-MB-435	HS 578T
CC(=O)N1N=C(c2cccc(OCCCCOc3cccc(C4=NN(C(C)=O)C(c5ccccc5)C4)c3)c2)CC1c1ccccc1 (centres undefined)	13	23	91	/	85	81	66	87
O=C(O)c1ccc(-n2cc(/C=N/Nc3cc(F)ccc3F)c(-c3ccc(F)cc3F)n2)cc1	89	67	83	87	74	24	90	81
COc1ccc(O)c(-c2cc(-c3ccc(Cl)cc3)c(C#N)c(=O)[nH]2)c1	58	57	/	9.4*	38	63	6.0*	59
O=C(CCCC(O)(C1CC1)C1CC1)C1CC1	101	107	111	105	116	106	100	105
COc1ccccc1-n1cc(Cn2c(=O)oc3cccnc32)nn1	102	88	100	100	70	99	100	100
Cc1cc2c(C(C)C)c(O)c(O)c(C=Nc3ccccc3[N+](=O)[O-])c2c(O)c1-c1c(C)cc2c(C(C)C)c(O)c(O)c(C=Nc3ccccc3[N+](=O)[O-])c2c1O	96	83	98	94	97	81	109	81
Clc1ccccc1-c1nc2ccccc2[nH]1	102	89	113	/	116	/	103	113
CC12CC(=O)C3C(CCC4CC(O)CCC43C)C1CCC/C2=C/CO (centres undefined)	102	87	96	97	99	100	101	/
O=C(Cn1cc(COc2ccc([N+](=O)[O-])cc2)nn1)Nc1nc2ccccc2s1	101	96	103	103	104	94	106	109
Fc1ccc(NCc2nnc(-c3ccc(F)cc3)o2)cc1	101	92	110	82	93	92	100	70
COC(=O)CCC(C)C1CCC2C3C(OC(C)=O)CC4CC(O)CCC4(C)C3CC(O)C12C (centres undefined)	100	105	103	112	130	98	101	100
N#Cc1cn(-c2ccc(Cl)cc2Cl)c(C(=O)c2ccc(F)cc2)c1N	99	99	96	112	91	96	98	96
CNC(=O)OCc1snc(-c2ccccc2)c1COC(=O)NC	101	104	115	100	136	100	106	123
CCOC(=O)CSc1cc(Cl)c(C)cc1S(=O)(=O)Nc1nn(-c2ccc(C)cc2)c(=O)[nH]1	121	91	114	/	91	89	96	95
O=c1c2cc(F)ccc2sc2c(NCc3cccnc3)nc3ccccc3c12	98	81	113	91	100	79	96	82
COc1cccc2cc(N(C)c3ncnc4ccccc34)ccc12	-32*	59	33	32	30	16	17	41
NS(=O)(=O)c1ccc(CCNC(=O)CSc2ccc(-c3ccc(F)cc3)nn2)cc1	44	49	87	51	59	68	84	74
COc1ccc(NC(=O)Cn2c(/C=C/c3ccccc3)nc3ccccc3c2=O)cc1	99	52	104	94	117	75	97	83
N#CC1(C#N)C2CCCCC2(/C=N/Nc2ccccc2)C1(C#N)C#N (centres undefined)	101	95	106	102	103	91	102	92
Cn1cc(C2=C(c3cccc4ccccc34)C(=O)NC2=O)c2ccccc21	102	97	102	109	118	101	105	110
O=C1CC(c2ccccc2)C(c2ccccc2)=NN1 (centres undefined)	107	86	111	107	99	103	111	114
CCCCCc1ccc(S(=O)(=O)Nc2cc(-c3csc(N(C)C(C)=O)n3)ccc2N2CCN(C)CC2)cc1	-7.0*	-33*	12	49	24	-71*	25	29
CCCCC[C@H](O)C/C=C1/C(=O)C=C[C@@H]1C/C=C\CCCC(=O)OC	38	69	28	35	89	-43*	-9.3*	88
COc1ccc(C2CC(c3cccc(Nc4ccnc5cc(Cl)ccc45)c3)=NN2C=O)cc1 (centres undefined)	14	43	62	31	-9.7*	32	-36*	-3.1*
CCN1CCN(C(=O)[C@@]2(C)CC[C@]3(C)CC[C@]4(C)C(=CC(=O)[C@@H]5[C@@]6(C)CC[C@H](OCCC#N)C(C)(C)[C@@H]6CC[C@]54C)[C@@H]3C2)CC1	90	66	68	79	94	/	81	83
Additional compounds follow.
SMILES	SK-MEL-5	T-47D	SK-MEL-28	BT-549	SK-MEL-2	LOX IMVI	MDA-MB-435	HS 578T
CCn1c(SCC(=O)Nc2cc(C(F)(F)F)ccc2Cl)nc2ccccc2c1=O	26	51	-29*	64	87	-7.2*	18	44
c1cncc(CNc2ccccc2-c2nnc(Nc3ccc4c(c3)OCCO4)o2)c1	-9.9*	74	69	17	16	27	-20*	78
CC(=O)c1cc2c(cc1F)C(C)(C)CCC2(C)C	102	109	107	101	104	96	106	99
O=C(CCl)Nc1ccc(NC(=O)c2ccccc2-c2ccccc2C(=O)O)cc1	107	93	109	91	97	/	109	110
CCN1CCN(C(=O)[C@]23CCC(C)(C)C[C@@H]2C2=CC[C@@H]4[C@@]5(C)C/C(=C/c6ccncc6)C(=O)C(C)(C)[C@@H]5CC[C@@]4(C)[C@]2(C)CC3)CC1	-99*	-2.1*	-82*	-5.9*	-31*	/	-30*	-24*
CCOc1ccc(/C=C(/C#N)C(N)=O)cc1	103	112	129	96	112	111	116	83
CCN(CC)CCOc1ccc2c(-c3ccccc3)c(-c3ccc(OC)cc3)c(=O)oc2c1	26	51	43	91	52	29	41	63
Nc1ncnc2c1ncn2C1OC(COP(=O)(O)OP(=O)(O)OP(=O)(O)O)C(O)C1O (centres undefined)	105	91	120	93	130	94	110	94
OCc1ccc(-c2ccccc2)cc1	101	99	118	117	103	98	97	95
CCCCCCCC/C=C\CCCCCCCC(=O)OCCCCCCCCCCCCCC	107	93	117	107	127	92	95	105
CCCCC1(CC)COC(c2ccccc2)OC1 (centres undefined)	/	109	123	119	109	109	111	110

Compound activity (PubChem BioAssay)
